Tau ThT inhib: qHTS for Inhibitors of Tau Fibril Formation, Thioflavin T Binding. recombinant tau K18 P301L, heparin-induced fibrillization, ThT fluorescence. AID 1460, 2008. Microtubule-associated protein tau (Homo sapiens), P10636. hit rate 2.1% among 270,000. Potency, µM (highest dose often 57.4 µM), for inactives: top-dose activity, negative = inhibition, usual class: inhibitors; further: nearly all actives have a fitted effect of over 55% in size
Target sequence (P10636 561-689 P618L limits assumed): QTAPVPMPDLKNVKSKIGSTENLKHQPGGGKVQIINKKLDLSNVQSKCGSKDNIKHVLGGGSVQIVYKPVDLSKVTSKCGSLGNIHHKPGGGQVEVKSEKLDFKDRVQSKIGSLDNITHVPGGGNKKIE
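In this qHTS, human K18 P301L tau is incubated with compound and heparin for 6 hr at 37 C, and Thioflavin T fluorescence then reports fibril load.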
TexasRed fluor: Total Fluorescence Counterscreen for Inhibitors of the Interaction of Thyroid Hormone Receptor and Steroid Receptor Coregulator 2; TRb/SRC2 Texas Red total fluorescence interference; Potency, µM (titrated, usually from 106 µM), for the others: top-dose fluorescence change, negative = quenching; hit rate 0.29% among 280,000; active means well fitted curve in either direction with a large enough effect; inconclusive means small, poorly fitted or top-dose-only effect
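Human TRb ligand-binding domain at 0.6 uM with 20 nM Texas Red SRC2 peptide in Tris buffer containing 1 uM T3 and 5% DMSO, incubated with compound 5 h at ambient temperature. Total fluorescence (555/632 nm) calculated as parallel + 2 × perpendicular.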
Tau FP inhib: qHTS for Inhibitors of Tau Fibril Formation, Fluorescence Polarization; Potency, µM (top dose mostly 57.7 µM), without a hit: top-dose activity, negative = inhibition, usual class: inhibitors; K18 P301L tau heparin fibrillization, Alexa594 FP, 6 h; hit rate 0.39% among 280,000; further: nearly all actives have a fitted effect of over 55% in size
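Human K18 P301L fragment (15 uM unlabeled plus 0.24 uM Alexa 594-labeled) in 100 mM sodium acetate pH 7 with compound, aggregation induced by 20 uM heparin for 6 hr at 37 C. ThT (30 uM) added for 1 hr, then Alexa 594 FP read.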
GLA spleen mod: qHTS Assay for Inhibitors and Activators of Human alpha-Galactosidase From Spleen Homogenate | human spleen homogenate, 4MU-alpha-Gal fluorescence, 40 min | Alpha-galactosidase A (Homo sapiens), P06280 | AID 2107, 2009 | hit rate 0.008% among 240,000 | Potency, µM (top dose mostly 80 µM), inactives show at the top dose activity change, negative = inhibition, most hits filed as inhibitors;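 further: 0% = enzyme with vehicle and -100% = no enzyme basal signal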
Target sequence (P06280 32-429 limits assumed): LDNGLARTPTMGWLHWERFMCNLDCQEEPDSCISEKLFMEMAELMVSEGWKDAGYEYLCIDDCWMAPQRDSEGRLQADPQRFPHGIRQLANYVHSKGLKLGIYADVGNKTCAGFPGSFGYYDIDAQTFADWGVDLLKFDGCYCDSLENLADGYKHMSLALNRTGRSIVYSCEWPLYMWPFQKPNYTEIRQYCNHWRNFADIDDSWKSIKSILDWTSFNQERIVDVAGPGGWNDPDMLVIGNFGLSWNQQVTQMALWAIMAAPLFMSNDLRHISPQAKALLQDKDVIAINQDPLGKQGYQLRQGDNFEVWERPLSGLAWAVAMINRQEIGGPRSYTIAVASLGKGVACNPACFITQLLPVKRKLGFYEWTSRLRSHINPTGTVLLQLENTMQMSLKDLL
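Fluorogenic readout (Ex 365/Em 440 nm) of 4-methylumbelliferone released from 1 mM 4-MU-alpha-galactoside by spleen homogenate, 40 min at 37C, pH 5.0. Data normalized to no-enzyme and enzyme controls; Hill-equation AC50 from compound titrations.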
L3MBTL1 block: qHTS Assay for the Inhibitors of L3MBTL1; hit rate 0.66% among 230,000; Potency, µM (doses to about 57.1 µM), inactives show top-dose activity, negative = inhibition, most hits filed as inhibitors; AlphaScreen L3MBTL1–H3K9me1 peptide binding; further: nearly all actives have a fitted effect of over 60% in size
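Read-out is AlphaScreen signal from streptavidin donor and nickel chelate acceptor beads (10 ug/mL final each) bridging L3MBTL1 (50 nM) and biotinylated K9-monomethylated H3(1-15) peptide (75 nM), after 30 min compound exposure at room temperature.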
TRb-SRC2 inh: qHTS for Inhibitors of the Interaction of Thyroid Hormone Receptor and Steroid Receptor Coregulator 2; Thyroid hormone receptor beta (Homo sapiens), P10828; TRbeta-SRC2 peptide binding, fluorescence polarization; receptor liganded with 1 µM T3; Potency, µM (top dose mostly 106 µM), for the others: at the top dose activity change, negative = inhibition, usual class: inhibitors; hit rate 0.065% among 280,000; AID 1469, 2008;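 further: plate controls were bound peptide for no effect and peptide without receptor for full effect; nearly all actives have a fitted effect of over 50% in size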
Target sequence (P10828 whole entry, looked up): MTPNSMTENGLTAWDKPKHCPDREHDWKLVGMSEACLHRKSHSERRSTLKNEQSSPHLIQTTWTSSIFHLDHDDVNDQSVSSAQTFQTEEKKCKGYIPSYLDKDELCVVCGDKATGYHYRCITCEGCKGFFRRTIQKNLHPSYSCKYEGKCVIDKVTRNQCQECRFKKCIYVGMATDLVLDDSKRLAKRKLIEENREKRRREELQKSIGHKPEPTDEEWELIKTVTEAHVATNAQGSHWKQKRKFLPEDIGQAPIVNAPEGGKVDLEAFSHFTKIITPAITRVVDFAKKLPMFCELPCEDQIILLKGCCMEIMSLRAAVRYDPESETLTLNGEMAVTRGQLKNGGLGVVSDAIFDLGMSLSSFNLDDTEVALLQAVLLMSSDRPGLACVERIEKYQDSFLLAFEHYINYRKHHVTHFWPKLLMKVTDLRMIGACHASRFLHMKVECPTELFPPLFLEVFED
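Human TRb LBD (0.6 uM) plus Texas Red-labeled SRC2 peptide (20 nM), 1uM T3, 5% DMSO, 5 hr at ambient temperature. Decreased polarization (555/632 nm) flags inhibition; data normalized to free and bound peptide controls.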
ALDH1A1 block: qHTS Assay for Inhibitors of Aldehyde Dehydrogenase 1 (ALDH1A1); Aldehyde dehydrogenase 1A1 (Homo sapiens), P00352; Purified ALDH1A1, NADH fluorescence, propionaldehyde substrate; Potency, µM (top dose mostly 75.3 µM), for the others: at the highest dose activity, negative = inhibition, most hits filed as inhibitors; hit rate 7.3% among 220,000; AID 1030, 2008; active means well fitted inhibition curve with a large enough effect, not every such curve was filed as active; inconclusive means small, poorly fitted or top-dose-only effect, or another doubt; inactive means no such curve, though single readings can be large or run the other way;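 further: plate controls were no enzyme wells and a reference inhibitor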
Tau fluor cs: Counterscreen qHTS for Inhibitors of Tau Fibril Formation, Fluorescence Polarization; Potency, µM (titrated, usually from 57.7 µM), without a hit: top-dose activity change, negative = decrease; hit rate 0.93% among 280,000; tau K18 P301L (four-repeat tau fragment) Alexa594 fluorescence, heparin fibrillization; AID 1463, 2008; further: nearly all actives have a fitted effect of over 55% in size
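Human K18 P301L tau (15 uM unlabeled plus 0.24 uM Alexa 594-labeled, final) in 100 mM sodium acetate pH 7 was mixed with compound and 20 uM heparin and incubated 6 hr at 37 C.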
An asterisk follows results filed as active. Unless noted, the call rests on the fitted dose curve; in most records, active means well fitted curve in the direction sought with a large enough effect; inconclusive means small, poorly fitted or top-dose-only effect, or another doubt; inactive means no such curve, though single readings can be large; an effect the other way counts as inactive or inconclusive. Unless noted, on the % scale 0 is the no-effect control and ±100 the full control effect; potency means the concentration at half of the fitted maximal effect. Random draw from the library, and some 8.5% of all compounds hit somewhere here.

Screening CCOc1ccc(CNC(=O)C2CCN(C(=O)c3ccc(-n4ccc5ccccc54)s3)CC2)cc1 returned Tau ThT inhib 0%, TexasRed fluor -2%, Tau FP inhib 4%, TRb-SRC2 inh 2% and Tau fluor cs 3%.
Screening CC1CCCN(Cc2cccc(Oc3ccccc3)c2)C1 (stereo not given) returned Tau ThT inhib 4%, TexasRed fluor -3%, Tau FP inhib 0%, GLA spleen mod 3%, L3MBTL1 block 8%, TRb-SRC2 inh -5%, ALDH1A1 block 8% and Tau fluor cs -2%.
Screening O=C(NCCCCc1ccccc1)c1nn(-c2ccccc2F)nc1CO returned Tau ThT inhib -13%, TexasRed fluor 0%, Tau FP inhib 6%, TRb-SRC2 inh 1% and Tau fluor cs -17%.
Screening CCO[C@@H]1OC(C(N)=O)=C[C@H](c2ccccc2)[C@H]1CCCO returned Tau ThT inhib 1%, TexasRed fluor -2%, Tau FP inhib 5%, GLA spleen mod -8%, L3MBTL1 block 4%, TRb-SRC2 inh 2%, ALDH1A1 block -3% and Tau fluor cs 4%.
Screening CCCc1ccc(OCC(=O)Nc2scc(-c3cccs3)c2C(=O)OC)cc1 returned Tau ThT inhib 22µM*, TexasRed fluor -27%, Tau FP inhib inconclusive, TRb-SRC2 inh -29% and Tau fluor cs -23%.
`Cc1cc(C)c2nc(N3CCC(C(=O)NCc4cccnc4)CC3)sc2c1` gave Tau ThT inhib inconclusive, TexasRed fluor -3%, Tau FP inhib 2%, GLA spleen mod 8%, TRb-SRC2 inh -1%, ALDH1A1 block 4% and Tau fluor cs -26%.
For CCOC(=O)C(=CNNc1ccsc1C(=O)OC)C(=O)OCC the results were Tau ThT inhib -7%, TexasRed fluor -2%, Tau FP inhib -1%, GLA spleen mod 4%, L3MBTL1 block -16%, TRb-SRC2 inh -8%, ALDH1A1 block inconclusive and Tau fluor cs -2%.
COc1ccc(-c2noc(CN3CCOCC3)n2)cc1OC was read as Tau ThT inhib -5%, TexasRed fluor -3%, Tau FP inhib 2%, GLA spleen mod 0%, L3MBTL1 block -4%, TRb-SRC2 inh -4%, ALDH1A1 block 22µM* and Tau fluor cs -4%.
CCc1cccc(NC2c3ccccc3C(=O)N2c2cccnc2)c1 (stereo not given) was read as Tau ThT inhib -9%, TexasRed fluor -1%, Tau FP inhib -9%, GLA spleen mod 5%, L3MBTL1 block -5%, TRb-SRC2 inh -17%, ALDH1A1 block inconclusive and Tau fluor cs -7%.
Screening Cc1ccc2oc(=S)n(C)c2c1 returned Tau ThT inhib 3%, TexasRed fluor 1%, Tau FP inhib 7%, GLA spleen mod 3%, L3MBTL1 block 2%, TRb-SRC2 inh -2%, ALDH1A1 block -10% and Tau fluor cs 9%.
Screening Nc1ccc(S(N)(=O)=O)cc1N returned Tau ThT inhib 13µM*, TexasRed fluor -1%, Tau FP inhib -17%, GLA spleen mod -14%, TRb-SRC2 inh 3% and Tau fluor cs inconclusive.
For S=C(NC1CCCC1)N1CCN(c2ccccn2)CC1 the results were Tau ThT inhib 8%, TexasRed fluor 0%, Tau FP inhib 6%, GLA spleen mod -12%, L3MBTL1 block 3%, TRb-SRC2 inh 4%, ALDH1A1 block -5% and Tau fluor cs 3%.
Screening CCCN(CCC)Cc1cc(=O)oc2cc3c(cc12)CCC3 returned Tau ThT inhib -15%, TexasRed fluor -3%, Tau FP inhib -5%, GLA spleen mod 1%, L3MBTL1 block 23%, TRb-SRC2 inh -7% and Tau fluor cs -16%.
For Cc1oc2ccc(O)c(CN(C)Cc3ccccc3)c2c1C(=O)Nc1cccc(Cl)c1C the results were Tau ThT inhib inconclusive, TexasRed fluor -31%, Tau FP inhib 0%, TRb-SRC2 inh 1% and Tau fluor cs inconclusive.
`Cc1ccccc1NC1=NCC(c2ccc([N+](=O)[O-])cc2)S1` (stereo not given) gave Tau ThT inhib inconclusive, TexasRed fluor 0%, Tau FP inhib -2%, GLA spleen mod 16%, TRb-SRC2 inh -5%, ALDH1A1 block 0% and Tau fluor cs inconclusive.
O=C(c1cc2c(s1)-c1ccccc1OC2)N1CCN(c2ccccc2F)CC1 was read as Tau ThT inhib inconclusive, TexasRed fluor inconclusive, Tau FP inhib 1%, TRb-SRC2 inh -4% and Tau fluor cs -25%.
Screening O=C1CSC(=S)N1CC1CCCO1 (stereo not given) returned Tau ThT inhib -7%, TexasRed fluor 7%, Tau FP inhib 7%, GLA spleen mod 0%, L3MBTL1 block 2%, TRb-SRC2 inh 6%, ALDH1A1 block inconclusive and Tau fluor cs -5%.
`CN(C(=O)CSC1=NC2C(N=N1)c1cc(Br)ccc1N2C)C1CCCCC1` (stereo not given) gave Tau ThT inhib 0%, TexasRed fluor -1%, Tau FP inhib 6%, GLA spleen mod 2%, L3MBTL1 block 7%, TRb-SRC2 inh -1%, ALDH1A1 block 6% and Tau fluor cs 7%.
`COCCNC(=O)c1ccc2nc(CCc3ccccc3)oc2c1` gave Tau ThT inhib 13%, TexasRed fluor 3%, Tau FP inhib 1%, TRb-SRC2 inh 5% and Tau fluor cs 8%.
For CCc1ccc2c(c1)C1(NN=C(c3ccccc3)S1)C(=O)N2 (stereo not given) the results were Tau ThT inhib 19%, TexasRed fluor 5%, Tau FP inhib 12%, GLA spleen mod -2%, L3MBTL1 block -58%, TRb-SRC2 inh -11%, ALDH1A1 block 28µM* and Tau fluor cs 18%.

Pulled by structure from the entries so far (2):
`CN(C(=O)CSC1=NC2C(N=N1)c1cc(Br)ccc1N2C)C1CCCCC1` (stereo not given) gave Tau ThT inhib 0%, TexasRed fluor -1%, Tau FP inhib 6%, GLA spleen mod 2%, L3MBTL1 block 7%, TRb-SRC2 inh -1%, ALDH1A1 block 6% and Tau fluor cs 7%.
For CCc1ccc2c(c1)C1(NN=C(c3ccccc3)S1)C(=O)N2 (stereo not given) the results were Tau ThT inhib 19%, TexasRed fluor 5%, Tau FP inhib 12%, GLA spleen mod -2%, L3MBTL1 block -58%, TRb-SRC2 inh -11%, ALDH1A1 block 28µM* and Tau fluor cs 18%.

Continued.
Screening Cc1nc(C)c(NC(=O)OC(C)C)cc1NC(=O)OC(C)C returned Tau ThT inhib 3%, TexasRed fluor 0%, Tau FP inhib 1%, GLA spleen mod 2%, L3MBTL1 block 7%, TRb-SRC2 inh -4%, ALDH1A1 block 7% and Tau fluor cs -1%.
O=C(CCn1c(=S)oc2ccccc21)Nc1ccccc1F was read as Tau ThT inhib -1%, TexasRed fluor -1%, Tau FP inhib 8%, GLA spleen mod 4%, TRb-SRC2 inh 4%, ALDH1A1 block -8% and Tau fluor cs -6%.
Screening c1ccc(-c2nc3ccccc3nc2N2CCOCC2)cc1 returned Tau ThT inhib 0%, TexasRed fluor 0%, Tau FP inhib 6%, GLA spleen mod 7%, L3MBTL1 block 24%, TRb-SRC2 inh 2%, ALDH1A1 block -2% and Tau fluor cs 6%.
Screening Cc1nc2scc(C)n2c(=O)c1S(=O)(=O)Nc1ccc(N2CCOCC2)c(Cl)c1 returned Tau ThT inhib -1%, TexasRed fluor -1%, Tau FP inhib 2%, TRb-SRC2 inh 0% and Tau fluor cs -6%.
For Cn1c(N)c(C(=O)COC(=O)COc2ccc3ccccc3c2)c(=O)n(C)c1=O the results were Tau ThT inhib inconclusive, TexasRed fluor 2%, Tau FP inhib -5%, GLA spleen mod 2%, TRb-SRC2 inh 1%, ALDH1A1 block 3% and Tau fluor cs -28%.
For CCN1C(=O)c2ccccc2S(=O)(=O)c2ccc(C(=O)NCc3cccnc3)cc21 the results were Tau ThT inhib 7%, TexasRed fluor 1%, Tau FP inhib -3%, GLA spleen mod -1%, L3MBTL1 block 4%, TRb-SRC2 inh -10%, ALDH1A1 block 3% and Tau fluor cs 8%.
`O=C(NC(c1ccccc1)c1ccccn1)c1cccc([N+](=O)[O-])c1` (stereo not given) gave Tau ThT inhib 4%, TexasRed fluor -1%, Tau FP inhib -1%, GLA spleen mod 1%, TRb-SRC2 inh -1%, ALDH1A1 block 14µM* and Tau fluor cs -6%.
For CCCc1[nH]n(-c2nc3ccccc3s2)c(=O)c1C=NCCCN(CC)CC the results were Tau ThT inhib -12%, TexasRed fluor 0%, Tau FP inhib -5%, GLA spleen mod 5%, L3MBTL1 block 9%, TRb-SRC2 inh 9%, ALDH1A1 block -2% and Tau fluor cs -8%.
For O=C(Nc1cccc2nsnc12)c1ccc(F)cc1 the results were Tau ThT inhib -7%, TexasRed fluor 3%, Tau FP inhib -1%, GLA spleen mod 25%, TRb-SRC2 inh 2%, ALDH1A1 block inconclusive and Tau fluor cs -9%.
`Cc1c(Cl)cccc1NC(=O)c1ccc2c(c1)nnn2C1CCCC1` gave Tau ThT inhib -5%, TexasRed fluor -1%, Tau FP inhib -5%, TRb-SRC2 inh 2% and Tau fluor cs -4%.
For OCCC#Cc1ccc(CN2CCN(Cc3ccsc3)C(CCO)C2)cc1 (stereo not given) the results were Tau ThT inhib 11µM*, TexasRed fluor -7%, Tau FP inhib 15%, GLA spleen mod -4%, L3MBTL1 block -3%, TRb-SRC2 inh -3%, ALDH1A1 block 3% and Tau fluor cs -64%.
Cc1cccn2c(=O)c3cc(S(=O)(=O)c4ccccc4)c(=N)n(CC4CCCO4)c3nc12 (stereo not given) was read as Tau ThT inhib 1%, TexasRed fluor -1%, Tau FP inhib -1%, GLA spleen mod 6%, L3MBTL1 block 4%, TRb-SRC2 inh -2% and Tau fluor cs -3%.
O=c1c2c3c(sc2nc2n1CCCCC2)CCCC3 was read as Tau ThT inhib inconclusive, TexasRed fluor -2%, Tau FP inhib -2%, GLA spleen mod 2%, L3MBTL1 block -1%, TRb-SRC2 inh -3%, ALDH1A1 block 35µM* and Tau fluor cs -6%.
